# Assay outcomes as filed in PubChem.
# TNF necrop inh = inhibitors of TNF-alpha induced necroptosis in Jurkat FADD-/- cells | AID 463075 | 0.068% of 220,000 active | activation (protection from cell death), % at 10 µM | Jurkat FADD-/- TNF necroptosis rescue, ATP luminescence, 24 h; 0 = TNF only, 100 = no-TNF cells;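 active = activation, meaning protection from cell death, of at least 50% relative to plate controls; inactive = activation below 50%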;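 note: necroptosis triggered by 40 ng/mL TNF-alpha added together with compound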
# TbHK1 inh = T. brucei hexokinase 1 inhibition; recombinant TbHK1, G6PDH-coupled NADH A340; inhibition, % at 10 µM; 0.11% of 220,000 active; AID 1430;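 active = inhibition of 50% or more in the single-dose primary screen; inactive = inhibition below 50%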
# Wee1 stabilizer = blocks degradation of human Wee1 kinase; reporter increase, % at 5 µM; P30291; HeLa Luc-Wee1K328M stability, luciferase luminescence; 100% = proteasome inhibitor MG132 effect; 1.2% of 220,000 active;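 active = activation above the mean of all tested compounds plus 3 SD, set per screening run, cut at about 8.8% in these data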;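 note: cells exposed to compound for 20 h before luminescence read; 0% = DMSO alone and 100% = MG132 at 30 µM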
# PPC-1+TRAIL kill = kills PPC-1 cancer cells in the presence of TRAIL | PPC-1 cells + TRAIL, ATPLite viability luminescence | 0.41% of 220,000 active | cell killing (% activity), % at 4 µM;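 active = cell killing above 50% in the first pass at 4 µM, then a duplicate retest at 5 µM averaging 50% or more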;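 note: plate controls were cells with TRAIL plus DMSO for no effect and medium-only wells lacking cells for full effect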
# EP2 antag = EP2 receptor (human) inhibition | C6 glioma cells expressing human EP2, cAMP TR-FRET; cells stimulated with saturating PGE2 | inhibition, % at 25 µM | 0.52% of 260,000 active | AID 1422;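 active = percent inhibition above 40 after rounding to a whole number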;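 note: rat C6 glioma host cells with rolipram phosphodiesterase inhibitor present; the protocol text gives 20 µM as final concentration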
# Target sequence (P43116 whole entry, looked up): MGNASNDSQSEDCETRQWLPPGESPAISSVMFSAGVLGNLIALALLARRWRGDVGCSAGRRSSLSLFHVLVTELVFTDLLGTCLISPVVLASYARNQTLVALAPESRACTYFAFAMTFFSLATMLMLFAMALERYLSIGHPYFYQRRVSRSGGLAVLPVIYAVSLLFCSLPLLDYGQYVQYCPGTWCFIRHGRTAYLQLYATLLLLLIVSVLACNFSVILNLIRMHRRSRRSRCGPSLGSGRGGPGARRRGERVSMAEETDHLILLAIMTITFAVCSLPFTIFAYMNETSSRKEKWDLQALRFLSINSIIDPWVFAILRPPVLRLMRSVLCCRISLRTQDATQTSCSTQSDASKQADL
# CHOP inhibitor = inhibitors of CHOP induction in ER stress response; CHO-K1 CHOP-promoter luciferase, tunicamycin-induced, 15-18 h; inhibition, % at 10 µM; 3.8% of 220,000 active;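 active = compounds that reduced the stress-induced luciferase reporter signal by more than about 70% of percent inhibition, limit read from the data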;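 note: 0% = tunicamycin plus vehicle and 100% = wells without tunicamycin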
# Active calls of the source: *; · = not tested or not shown; & = joins results of further samples.
# The first 17 records (preview)
# Results follow in this order: TNF necrop inh	TbHK1 inh	Wee1 stabilizer	PPC-1+TRAIL kill	EP2 antag	CHOP inhibitor
1. CN=c1nc(-c2ccccc2)n(-c2ccccc2)s1
  ·	·	·	·	16	-7
2. Cc1ccc2c(c1)C(N1CCN(C)CC1)=Nc1cccnc1N2
  ·	·	·	·	11	-6
3. N[C@@H](CCCC(=O)O)C(=O)O
  ·	·	·	·	16	-3
4. CC(C)=CCC/C(C)=C/CC/C(C)=C/CSc1ccccc1C(=O)O
  ·	·	·	·	9	1
5. COc1ccc2c(c1)c(CC(=O)N1CCOCC1)c(C)n2C(=O)c1ccc(Cl)cc1
  ·	·	·	·	11	-8
6. Cc1cccc(C#Cc2ccccc2)n1
  ·	·	·	·	15	-51
7. CN(C)c1cc2c(Nc3ccc4c(cnn4Cc4ccccc4)c3)ncnc2cn1
  ·	·	·	·	6	-5
8. N=C(N)SCCc1cccc(CCSC(=N)N)c1
  ·	·	·	·	22&15	-14
9. COc1cc(C(O)C(=O)O)ccc1O (configuration not stated)
  ·	·	·	·	11	-10
10. CCCC(C(=O)OCCN(CC)CC)(c1ccccc1)c1ccccc1
  ·	·	·	·	14&8&14	-8
11. N=C1Sc2ccccc2C2=NCCCN12
  ·	·	·	·	10	1
12. N#Cc1c(-c2ccccc2)no[n+]1[O-]
  ·	·	·	·	13	-3
13. CN1CCc2c(cc(O)c(O)c2Cl)C(c2cccc(Cl)c2)C1 (configuration not stated)
  ·	·	·	·	13	-15
14. Nc1c(S(=O)(=O)O)cc(Nc2ccc(Nc3nc(Cl)nc(Nc4ccc(S(=O)(=O)O)cc4)n3)c(S(=O)(=O)O)c2)c2c1C(=O)c1ccccc1C2=O
  ·	·	·	·	12	1
15. Cc1cccc(/C=C/c2ccccc2)n1
  ·	·	·	·	7	-7
16. NC(N)=NCCCCN=C(N)N
  ·	·	·	·	11&6	-2
17. Cn1c(=O)c2c(nc(/C=C/c3cccc(Cl)c3)n2C)n(C)c1=O
  ·	·	·	·	18&10	3

# The list itself, previewed entries included:
# Results follow in this order: TNF necrop inh	TbHK1 inh	Wee1 stabilizer	PPC-1+TRAIL kill	EP2 antag	CHOP inhibitor
1. CN=c1nc(-c2ccccc2)n(-c2ccccc2)s1
  ·	·	·	·	16	-7
2. Cc1ccc2c(c1)C(N1CCN(C)CC1)=Nc1cccnc1N2
  ·	·	·	·	11	-6
3. N[C@@H](CCCC(=O)O)C(=O)O
  ·	·	·	·	16	-3
4. CC(C)=CCC/C(C)=C/CC/C(C)=C/CSc1ccccc1C(=O)O
  ·	·	·	·	9	1
5. COc1ccc2c(c1)c(CC(=O)N1CCOCC1)c(C)n2C(=O)c1ccc(Cl)cc1
  ·	·	·	·	11	-8
6. Cc1cccc(C#Cc2ccccc2)n1
  ·	·	·	·	15	-51
7. CN(C)c1cc2c(Nc3ccc4c(cnn4Cc4ccccc4)c3)ncnc2cn1
  ·	·	·	·	6	-5
8. N=C(N)SCCc1cccc(CCSC(=N)N)c1
  ·	·	·	·	22&15	-14
9. COc1cc(C(O)C(=O)O)ccc1O (configuration not stated)
  ·	·	·	·	11	-10
10. CCCC(C(=O)OCCN(CC)CC)(c1ccccc1)c1ccccc1
  ·	·	·	·	14&8&14	-8
11. N=C1Sc2ccccc2C2=NCCCN12
  ·	·	·	·	10	1
12. N#Cc1c(-c2ccccc2)no[n+]1[O-]
  ·	·	·	·	13	-3
13. CN1CCc2c(cc(O)c(O)c2Cl)C(c2cccc(Cl)c2)C1 (configuration not stated)
  ·	·	·	·	13	-15
14. Nc1c(S(=O)(=O)O)cc(Nc2ccc(Nc3nc(Cl)nc(Nc4ccc(S(=O)(=O)O)cc4)n3)c(S(=O)(=O)O)c2)c2c1C(=O)c1ccccc1C2=O
  ·	·	·	·	12	1
15. Cc1cccc(/C=C/c2ccccc2)n1
  ·	·	·	·	7	-7

# The list goes on.
# Results follow in this order: TNF necrop inh	TbHK1 inh	Wee1 stabilizer	PPC-1+TRAIL kill	EP2 antag	CHOP inhibitor
16. NC(N)=NCCCCN=C(N)N
  ·	·	·	·	11&6	-2
17. Cn1c(=O)c2c(nc(/C=C/c3cccc(Cl)c3)n2C)n(C)c1=O
  ·	·	·	·	18&10	3
18. C1CCC(N=C(NC23CC4CC(CC(C4)C2)C3)N2CCOCC2)CC1
  ·	·	·	·	15	-13
19. CNC(=O)[C@H]1O[C@@H](n2cnc3c(NCc4ccc(N)cc4)ncnc32)C(O)[C@H]1O (some centres not stated)
  ·	·	·	·	10	-28
20. O=C(O)c1cc([N+](=O)[O-])ccc1NCCCc1ccccc1
  ·	·	·	·	17&15	-40
21. CC(C)C[C@H](NC(=O)C1OC1C(=O)O)C(=O)NCCCCN=C(N)N (some centres not stated)
  ·	·	·	·	16	-4
22. CC[C@@H](C)[C@H]1O[C@]2(CC[C@@H]1C)C[C@@H]1C[C@@H](C/C=C(\C)[C@@H](O[C@H]3C[C@H](OC)[C@@H](O[C@H]4C[C@H](OC)[C@@H](O)[C@H](C)O4)[C@H](C)O3)[C@@H](C)/C=C/C=C3\CO[C@@H]4[C@H](O)C(C)=C[C@@H](C(=O)O1)[C@]34O)O2
  ·	·	·	·	10	4
23. NC(N)=NCCSSCCN=C(N)N
  ·	·	·	·	9	7
24. CC(N)(Cc1ccc(O)c(O)c1)C(=O)O (configuration not stated)
  ·	·	·	·	11	-9
25. NCCCNCCCCNCCCN
  ·	·	·	·	9	-9
26. N[C@H](CO)C(=O)O
  ·	·	·	·	10	-11
27. N=C(N)SCCc1ccc(CCSC(=N)N)cc1
  ·	·	·	·	13	5
28. N[C@@H](CS(=O)O)C(=O)O
  ·	·	·	·	9	-8
29. CCCCCCCCCCCCCCSCC(=O)O
  ·	·	·	·	11	14
30. C[C@H](NC(=O)/C(C#N)=C/c1ccc(O)c(O)c1)c1ccccc1
  ·	·	·	·	10	7

# Additional entries.
# Results follow in this order: TNF necrop inh	TbHK1 inh	Wee1 stabilizer	PPC-1+TRAIL kill	EP2 antag	CHOP inhibitor
31. COC(=O)C(N)Cc1ccc(Cl)cc1 (configuration not stated)
  ·	·	·	·	14	-4
32. CCCCCN(CCCCC)C(=O)C(CCC(=O)O)NC(=O)c1ccc(Cl)c(Cl)c1 (configuration not stated)
  ·	·	·	·	11&14&10	-1
33. CC1C(=O)N(C)C(=O)c2nc[nH]c21 (configuration not stated)
  ·	·	·	·	11	1
34. O=C(O)C1CN(CCCP(=O)(O)O)CCN1 (configuration not stated)
  ·	·	·	·	12	-16
35. O=C(O)CCCCCC[C@H]1C(=O)NC(=O)N1CC[C@@H](O)C1CCCCC1
  ·	·	·	·	14	1
36. O=C(O)C1=CC(=C(c2ccc(O)c(C(=O)O)c2)c2ccc(O)c(C(=O)O)c2)C=CC1=O
  ·	·	·	·	11&11	10
37. CSC(N)=NCCC[C@H](N)C(=O)O
  ·	·	·	·	11	3
38. c1ccc(CN2CCC3(CCCc4ccccc43)CC2)cc1
  ·	·	·	·	13	-9
39. O=C(OCCN1CCOCC1)C1(c2ccccc2)CCCCC1
  ·	·	·	·	12&15	-11
40. CC(C)(C)NCC(O)COc1cccc2[nH]c(=O)[nH]c12 (configuration not stated)
  ·	·	·	·	13&14	-9
41. N#C/C(=C\c1ccc(O)c(O)c1)C(=O)c1ccc(O)c(O)c1
  ·	·	·	·	11	-1
42. O=c1[nH]ccc2c(O)cccc12
  ·	·	·	·	18&18	-31
43. O=C(O)CCCC[C@@H]1CCSS1
  ·	·	·	·	12	17
44. CCN(CC)CCOC(=O)c1cc(Cl)c(N)cc1OC
  ·	·	·	·	6	4
45. CC(=O)SC1CC2=CC(=O)CC[C@]2(C)C2CC[C@@]3(C)C(CC[C@@]34CCC(=O)O4)C12 (some centres not stated)
  ·	·	·	·	13	3

# Pulled by compound from the entries so far:
# Results follow in this order: TNF necrop inh	TbHK1 inh	Wee1 stabilizer	PPC-1+TRAIL kill	EP2 antag	CHOP inhibitor
39. O=C(OCCN1CCOCC1)C1(c2ccccc2)CCCCC1
  ·	·	·	·	12&15	-11
44. CCN(CC)CCOC(=O)c1cc(Cl)c(N)cc1OC
  ·	·	·	·	6	4
41. N#C/C(=C\c1ccc(O)c(O)c1)C(=O)c1ccc(O)c(O)c1
  ·	·	·	·	11	-1

# (listing goes on)
# Results follow in this order: TNF necrop inh	TbHK1 inh	Wee1 stabilizer	PPC-1+TRAIL kill	EP2 antag	CHOP inhibitor
46. OC[C@H]1NC[C@@H](O)[C@@H]1O
  ·	·	·	·	14	9
47. O=C(CCCN1CCC(O)(c2cccc(C(F)(F)F)c2)CC1)c1ccc(F)cc1
  ·	·	·	·	14	-9
48. N[C@@H](CCC(=O)N[C@H](CSN=O)C(=O)NCC(=O)O)C(=O)O
  ·	·	·	·	17	5
49. CCN(CC)CCCC(C)Nc1ccnc2cc(Cl)ccc12 (configuration not stated)
  ·	·	·	·	13&11	-8
50. C[C@@]1(C2CCCC2)Cc2cc(OCC(=O)O)c(Cl)c(Cl)c2C1=O
  ·	·	·	·	11	16
51. CCn1c(=N)c(C(=O)NC)cc2c(=O)n3cccc(C)c3nc21
  ·	·	·	23	·	-17
52. O=C1c2c(O)cc(O)cc2O[C@H](c2ccc(O)c(O)c2)[C@H]1O
  ·	·	0	·	18	18
53. CN1CCN(c2c(F)cc3c(=O)c(C(=O)O)cn(CCF)c3c2F)CC1
  ·	·	-2	2	·	-2
54. O=c1c(O[C@@H]2O[C@H](CO)[C@H](O)[C@H](O)[C@H]2O)c(-c2ccc(O)c(O)c2)oc2cc(O)cc(O)c12
  ·	·	1	-6	·	-12
55. Cc1nn(Cc2ccc(C(=O)Nc3ccc(Br)c4cccnc34)o2)c(C)c1Br
  1.7	-1	-1	·	·	·
56. O=C1CCc2nc3sc4c(c3c(=O)n2N1)CCCC4
  0.8	-24	0	·	·	·

# Only part of the results is shown; the hit share may differ from the screen's.
